TcdB GH inh: blocks C. difficile toxin B glycohydrolase activity. TcdB glycohydrolase enzymatic assay, plate reader. P18177. hit rate 0.24% among 350,000. inhibition, % at 9.99 µM. AID 652162; in the data active means inhibition above about 10%
PrPC TRFRET: reduces human prion protein on the cell surface; P04156; cell surface PrPC, TR-FRET read-out; inhibition, % at 13.8 µM; hit rate 0.43% among 370,000; in the data active means inhibition above about 24%; further: 0% = median of the test wells and 100% = reference compound wells
Rv3671c protease: Rv3671c (M. tuberculosis) protease inhibition | inhibition, % at 5.96 µM | P9WHR9 | AID 2606 | hit rate 0.048% among 320,000; in the data active means inhibition above about 38%;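 further: extracellular domain of Rv3671c used as enzyme; 0% = enzyme with DMSO and 100% = no enzyme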
Target sequence (P9WHR9 whole entry, looked up, the tested form may be a part): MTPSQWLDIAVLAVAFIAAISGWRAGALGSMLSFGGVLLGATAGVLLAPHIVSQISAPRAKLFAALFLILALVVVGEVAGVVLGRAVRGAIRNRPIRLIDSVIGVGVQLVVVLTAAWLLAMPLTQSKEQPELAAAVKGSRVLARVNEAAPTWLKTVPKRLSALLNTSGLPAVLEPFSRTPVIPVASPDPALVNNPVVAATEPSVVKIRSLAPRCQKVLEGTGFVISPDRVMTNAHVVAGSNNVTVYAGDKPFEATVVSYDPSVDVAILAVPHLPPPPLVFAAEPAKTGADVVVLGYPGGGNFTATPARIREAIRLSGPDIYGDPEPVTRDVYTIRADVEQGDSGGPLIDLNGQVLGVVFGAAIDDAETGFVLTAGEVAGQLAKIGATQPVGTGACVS
BH1578 lux ind: induces V. cholerae light production without autoinducers; AID 588436; hit rate 0.16% among 350,000; activation, % at 18.7 µM; V. cholerae BH1578 lux reporter, luminescence, 6 h; in the data active means activation mostly above about 9.7%, no sharp cut-off; further: not every result past the cut was called active; inactives centre near 0; reference of the scale not given here
SARS 3CLpro inh: SARS-CoV 3CLpro protease inhibition | recombinant SARS-CoV 3CLpro, quenched FRET peptide cleavage | hit rate 0.14% among 290,000 | inhibition, % at 6 µM; in the data active means inhibition above about 12%
Yp Topo-I inh: inhibitors of Yersinia pestis topoisomerase I. Y. pestis Topo-I cleavage product accumulation, plate reader. activity, % at 10 µM. hit rate 0.064% among 360,000. AID 504884; in the data active means activity above about 50%, passing the limit was not always enough; further: inactives centre near 2
PriA SSB inh: K. pneumoniae PriA-SSBct interaction inhibition | AlphaScreen SSBct-PriA binding, biotinylated peptide | inhibition, % at 33 µM | hit rate 0.6% among 430,000 | AID 1272365; in the data active means inhibition mostly above about 37%, no sharp cut-off; inactive means mostly below about 20%;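 further: plate controls were negative control peptide for no effect and reference peptide for full effect; strong numbers were not always called active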
CCHFV vOTU inh: CCHFV vOTU protease inhibition; AID 651958; hit rate 0.55% among 370,000; inhibition, % at 11.5 µM; Pep-AMC fluorescence; in the data active means inhibition above about 30%; further: 0% = vehicle wells with enzyme and 100% = no enzyme wells
MazEF act: increases E. coli MazEF RNase cleavage of RNA | FAM/BHQ RNA-DNA oligo cleavage fluorescence, 5 h | activation, % at 20 µM | hit rate 0.32% among 350,000; in the data active means activation above about 50%
Target sequence (P0AE70 whole entry, looked up): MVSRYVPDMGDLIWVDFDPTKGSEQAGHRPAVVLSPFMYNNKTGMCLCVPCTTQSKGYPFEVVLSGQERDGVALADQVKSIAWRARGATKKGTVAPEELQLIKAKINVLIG
VHR inh abs: DUSP3 (human) phosphatase inhibition | P51452 | recombinant VHR phosphatase, pNPP absorbance | inhibition, % at 13.3 µM | hit rate 0.52% among 290,000 | AID 1654; in the data active means inhibition above about 50%; further: some compounds called inactive have numbers as strong as hits
Target sequence (P51452 whole entry, looked up): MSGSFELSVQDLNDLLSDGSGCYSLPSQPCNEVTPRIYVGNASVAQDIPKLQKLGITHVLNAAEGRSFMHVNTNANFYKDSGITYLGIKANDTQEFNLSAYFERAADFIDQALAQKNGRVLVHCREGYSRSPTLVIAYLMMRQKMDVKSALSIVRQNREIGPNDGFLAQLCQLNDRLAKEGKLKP
Active calls of the source: *; i = inactive; · = no result given. Some of the compounds tested (hit frequency here may not be typical).

1	Cc1ccc(NC(=O)c2ncc(Cl)c(Cl)c2Cl)cc1C
2	CC/C(=N/NC(=O)c1ccc(Br)o1)c1ccc(Cl)cc1
3	CCc1ccc(CNc2ccc3c(c2)ncn3C(C)(C)C)cc1
4	CNc1snc(C)c1C(=O)OCC(=O)NCc1ccccc1OC
5	CC(C)Nc1ccc(C(CC(N)=O)NC(=O)Cc2cccc3ccccc23)cc1[N+](=O)[O-] (configuration not stated)
screen / no.	1	2	3	4	5
TcdB GH inh	-1.0	·	-1.3	-0.4	-5.5
PrPC TRFRET	4	6	3	-2	4
Rv3671c protease	-2	2	-4	2	10
BH1578 lux ind	-0.2	i	-0.5	i	-0.3
SARS 3CLpro inh	0	1	-2	·	·
Yp Topo-I inh	0	-6	24	-1	15
PriA SSB inh	-10	·	33	-8	-12
CCHFV vOTU inh	-16	-5	1	-3	0
MazEF act	-16	4	12	-1	6
VHR inh abs	14	7	-1	·	15

Entries listed so far containing nitrogen in an aromatic ring, in the order listed:
1	Cc1ccc(NC(=O)c2ncc(Cl)c(Cl)c2Cl)cc1C
3	CCc1ccc(CNc2ccc3c(c2)ncn3C(C)(C)C)cc1
4	CNc1snc(C)c1C(=O)OCC(=O)NCc1ccccc1OC
screen / no.	1	3	4
TcdB GH inh	-1.0	-1.3	-0.4
PrPC TRFRET	4	3	-2
Rv3671c protease	-2	-4	2
BH1578 lux ind	-0.2	-0.5	i
SARS 3CLpro inh	0	-2	·
Yp Topo-I inh	0	24	-1
PriA SSB inh	-10	33	-8
CCHFV vOTU inh	-16	1	-3
MazEF act	-16	12	-1
VHR inh abs	14	-1	·

(cont.)
6	CCOC(=O)c1ccc(N=c2ssnc2Cl)cc1
7	CCOc1ccc(NC(=O)CN2CCN(CC(=O)Nc3ccc(OC)cc3)CC2)cc1
8	CCOC(=O)c1c(NC(=O)Cn2nnc(-c3ccccc3Cl)n2)sc(C)c1C
9	O=C(Nc1cc(N2CCCCC2)ncn1)c1ccc(F)cc1
10	CS(=O)(=O)c1ccc(N2CCN(S(=O)(=O)c3cccs3)CC2)c([N+](=O)[O-])c1
screen / no.	6	7	8	9	10
TcdB GH inh	0.7	·	·	0.1	-0.7
PrPC TRFRET	13	-2	2	7	-28
Rv3671c protease	·	-3	4	-21	-5
BH1578 lux ind	-0.4	-0.4	i	i	i
SARS 3CLpro inh	5	3	2	5	·
Yp Topo-I inh	0	-3	14	-8	-4
PriA SSB inh	-12	-1	-8	-9	-4
CCHFV vOTU inh	4	1	8	-5	35*
MazEF act	-4	-2	1	-1	-3
VHR inh abs	20	-3	7	-3	·

11	CCC(=O)Nc1nnc(S(=O)(=O)N(CC)c2ccc(OC)cc2)s1
12	O=C(COC(=O)CCCNC(=O)c1ccc(Cl)cc1)Nc1cc(Cl)c(Cl)cc1Cl
13	COc1ccccc1NC(=O)N1CCN(C(=O)Nc2ccccc2OC)CC1
14	Cc1cccc(Nc2c(-c3ccc(N4CCOCC4)cc3)nc3ncccn23)c1
15	CCOC(=O)CNC(=O)C1(/C=C/c2ccccc2)CC(=O)N1c1ccc(OC)cc1 (configuration not stated)
screen / no.	11	12	13	14	15
TcdB GH inh	0.5	·	1.1	2.4	0.9
PrPC TRFRET	-4	-1	-6	5	10
Rv3671c protease	2	-4	4	1	7
BH1578 lux ind	0.6	-1.3	i	-0.3	-7.7
SARS 3CLpro inh	-3	6	3	-2	1
Yp Topo-I inh	1	-1	-3	-5	2
PriA SSB inh	3	-13	-1	-5	3
CCHFV vOTU inh	-4	-18	-14	16	11
MazEF act	7	-2	2	12	1
VHR inh abs	27	23	-15	-4	·

16	NC(=O)CCC(=O)N1CCCC(C(=O)c2ccc(C(F)(F)F)cc2)C1 (configuration not stated)
17	CN(C)c1cc(N)c2ccccc2n1 (tested in a mixture with another compound)
18	Cc1cc(C)c(S(=O)(=O)N2CCCOC2CNC(=O)C(=O)NCc2ccncc2)c(C)c1 (configuration not stated)
19	c1ccc(CNc2nc(NCCc3ccncc3)c3sccc3n2)cc1
20	COc1cc(/C=C/c2nc3ccccc3c(=O)n2-c2cccc(O)c2)ccc1O
screen / no.	16	17	18	19	20
TcdB GH inh	1.4	·	·	0.6	0.7
PrPC TRFRET	12	-7	4	16	0
Rv3671c protease	-1	8	-16	·	2
BH1578 lux ind	0.9	-0.4	-0.3	-0.6	-0.6
SARS 3CLpro inh	-5	2	-1	·	-3
Yp Topo-I inh	6	-3	-1	2	5
PriA SSB inh	18	·	-2	·	-4
CCHFV vOTU inh	-10	11	0	9	2
MazEF act	1	0	6	·	-52
VHR inh abs	1	22	0	·	8

21	N#Cc1c(-c2ccncc2)c2c([nH]c1=S)CCCC2
22	CC1(C)CC(=O)C=C(NCCCNC2CCCCC2)C1
23	CCC1CCCCN1Cc1ccc(N)cc1 (configuration not stated)
24	Cc1ccc(C(C)C)c(OCc2nc(-c3nonc3N)no2)c1
25	Cn1c(SCC(=O)Nc2ccc3c(c2)CCC3)nnc1C1CC1
screen / no.	21	22	23	24	25
TcdB GH inh	·	·	-0.5	0.5	-0.5
PrPC TRFRET	2	6	-3	6	1
Rv3671c protease	3	0	6	-10	-6
BH1578 lux ind	i	5.9	i	-0.3	i
SARS 3CLpro inh	-6	8	0	1	·
Yp Topo-I inh	0	14	1	7	-9
PriA SSB inh	-18	-2	5	-2	-9
CCHFV vOTU inh	5	3	-6	8	12
MazEF act	-4	6	-2	2	3
VHR inh abs	3	5	-14	13	·

26	Cc1ccc(NC(=O)CN2CCC(NC(=O)c3cccc(F)c3)CC2)cc1C
27	CN1CC=C(c2c[nH]c3ccccc23)CC1
28	CCCC(=O)NC(=S)N1CCN(c2ccc([N+](=O)[O-])cc2)CC1
29	CCOC(=O)c1cnc2c(C)cc(C)cc2c1NCCCN1CCOCC1
30	Cc1ccc(-c2noc(CN(C)C(=O)Nc3ccc(F)cc3)n2)cc1
screen / no.	26	27	28	29	30
TcdB GH inh	-0.8	1.0	·	-0.5	0.1
PrPC TRFRET	-5	-7	-3	-4	3
Rv3671c protease	·	1	-13	·	-1
BH1578 lux ind	-0.7	-0.2	-0.2	-0.9	-0.2
SARS 3CLpro inh	3	0	-1	7	-1
Yp Topo-I inh	-2	2	2	15	-7
PriA SSB inh	6	-12	-12	-7	-6
CCHFV vOTU inh	-9	0	-13	-9	-3
MazEF act	-23	6	7	8	-2
VHR inh abs	22	18	-8	19	-11

31	O=C1CN2NC(=S)N(c3ccc(Cl)cc3)C2=CN1c1ccc(Cl)cc1
32	COc1ccc(C(=O)NCc2nnc(SCC(=O)Nc3cc(OC)ccc3OC)o2)cc1
33	CCCn1c(NCc2cccc(OC)c2OC)nc2ccccc21
34	Cc1ccccc1C(=O)N/N=C/c1ccc(OCC(=O)N2CCCCC2)cc1
35	COc1cc2c(cc1OC)[C@H](C)N(C(=O)COc1ccccc1)CC2
screen / no.	31	32	33	34	35
TcdB GH inh	0.0	1.5	·	·	-1.6
PrPC TRFRET	5	-3	7	-2	7
Rv3671c protease	0	-4	4	-4	-2
BH1578 lux ind	-0.6	i	-0.6	14	-0.8
SARS 3CLpro inh	1	2	4	6	1
Yp Topo-I inh	-4	-1	13	3	3
PriA SSB inh	-9	4	-10	·	5
CCHFV vOTU inh	-2	6	-2	-8	0
MazEF act	6	-6	5	-4	-4
VHR inh abs	26	68	2	21	31

36	CC(=O)C1=C(O)C(=O)N(c2cccc(Br)c2)C1c1ccccc1Cl (configuration not stated)
37	COc1ccc(C(CNc2ccc(S(C)(=O)=O)cc2[N+](=O)[O-])N(C)C)cc1OC (configuration not stated)
38	Cc1cccc(C)c1NC(=O)Cn1c(=O)c2cccn2c2ccccc21
39	Cc1ccccc1CC(=O)NC1CCN(C)CC1
40	C=CCn1c(NCc2cc(Cl)ccc2O)nc2ccccc21
screen / no.	36	37	38	39	40
TcdB GH inh	0.5	1.8	0.1	0.3	0.9
PrPC TRFRET	12	-38	-7	3	-1
Rv3671c protease	-5	4	3	·	-5
BH1578 lux ind	-0.3	-0.2	-0.4	-2.3	-0.4
SARS 3CLpro inh	2	0	0	4	-5
Yp Topo-I inh	1	-9	-10	-14	-3
PriA SSB inh	3	4	-1	-3	-18
CCHFV vOTU inh	-3	7	4	-3	4
MazEF act	3	-35	-16	2	13
VHR inh abs	9	12	-20	12	2

Compound profiles (already shown). Values in the order: TcdB GH inh, PrPC TRFRET, Rv3671c protease, BH1578 lux ind, SARS 3CLpro inh, Yp Topo-I inh, PriA SSB inh, CCHFV vOTU inh, MazEF act, VHR inh abs
Cc1ccccc1CC(=O)NC1CCN(C)CC1 as listed: 0.3, 3, ·, -2.3, 4, -14, -3, -3, 2, 12
COc1ccc(C(CNc2ccc(S(C)(=O)=O)cc2[N+](=O)[O-])N(C)C)cc1OC (configuration not stated) as listed: 1.8, -38, 4, -0.2, 0, -9, 4, 7, -35, 12
C=CCn1c(NCc2cc(Cl)ccc2O)nc2ccccc21 as listed: 0.9, -1, -5, -0.4, -5, -3, -18, 4, 13, 2
CC(=O)C1=C(O)C(=O)N(c2cccc(Br)c2)C1c1ccccc1Cl (configuration not stated) as listed: 0.5, 12, -5, -0.3, 2, 1, 3, -3, 3, 9

(more compounds)
41	O=C(Nc1ccc(-n2cnnn2)cc1)C1CCCCC1
42	CCOc1ccc(-c2noc(CCC(=O)NC3CCCCC3)n2)cc1OC
43	O=C1c2cccnc2C(=O)N1Cc1ccc(S(=O)(=O)N2CCN(c3ccccc3)CC2)cc1
44	Cc1ccc(-c2nnc(NC(=O)CCS(=O)(=O)c3ccc(F)cc3)o2)c(C)c1
45	CCC1=C/C(=C/c2sc3ccccc3[n+]2CC)CC(C)(C)C1
screen / no.	41	42	43	44	45
TcdB GH inh	·	-1.0	1.3	2.3	0.2
PrPC TRFRET	0	-8	-8	-2	-5
Rv3671c protease	6	1	1	-1	-12
BH1578 lux ind	i	-0.2	-0.4	i	·
SARS 3CLpro inh	0	3	-2	·	1
Yp Topo-I inh	-3	-3	1	4	·
PriA SSB inh	-10	-11	-6	-2	0
CCHFV vOTU inh	3	7	8	3	11
MazEF act	7	-32	6	11	5
VHR inh abs	52*	2	-7	·	-1

46	CC(C)NC(=O)NC(=O)COC(=O)Cc1c(F)cccc1Cl
47	COCCN(C(=O)/C=C/c1ccccc1)c1c(N)n(Cc2ccccc2)c(=O)[nH]c1=O
48	CCn1nc(C)c(Br)c1C(=O)Sc1ccccc1Cl
49	CSC1CCCCC1(O)CSc1nc2c(cc1C#N)CCCC2 (configuration not stated)
50	CC1CCCC(NC(=O)c2ccc3c(c2)NC(=O)CS3)C1C (configuration not stated)
screen / no.	46	47	48	49	50
TcdB GH inh	1.3	0.6	0.3	·	-1.1
PrPC TRFRET	-4	-1	-4	-3	12
Rv3671c protease	3	-16	3	1	-6
BH1578 lux ind	-0.1	-1.4	i	-7.1	-0.3
SARS 3CLpro inh	0	2	-4	0	1
Yp Topo-I inh	11	-11	5	-8	7
PriA SSB inh	-11	-6	-4	-2	-27
CCHFV vOTU inh	8	0	2	-4	-1
MazEF act	-13	1	-1	0	3
VHR inh abs	14	9	33	-12	-4

51	O=C1C=C(NC(=O)Nc2ccc(Cl)c(Cl)c2)CCC1
52	Cc1ccc(C)c(N2CCN(C(=O)CCc3nc(-c4ccc(Cl)cc4)no3)CC2)c1
53	CCCNC(=O)C1CN(S(=O)(=O)c2ccc(C)cc2)c2ccccc2O1 (configuration not stated)
54	COc1cccc(CN(C)C(=O)Nc2cccc(C(F)(F)F)c2)c1OC
screen / no.	51	52	53	54
TcdB GH inh	0.1	0.2	1.3	-1.0
PrPC TRFRET	5	-6	11	6
Rv3671c protease	-49	·	-2	-2
BH1578 lux ind	-0.4	0.8	-5.6	-0.7
SARS 3CLpro inh	-4	·	0	1
Yp Topo-I inh	-22	24	25	-5
PriA SSB inh	-9	-11	-5	-12
CCHFV vOTU inh	9	-9	1	6
MazEF act	6	-1	7	0
VHR inh abs	11	·	7	-8
